Bioassay records deposited in PubChem by several laboratories.
ssDAF12 agonist: S. stercoralis DAF-12 nuclear receptor activators, primary screen, cell-based, luminescence, HEK293, GRIP1 co-expression, lit1-tk-luc; Nuclear hormone receptor DAF-12 (Strongyloides stercoralis); HEK293 ssDAF-12/GRIP1 lit1-tk-luc reporter; % of 3 µM dafachronic acid response; activation, % at 6.8 µM; hit rate 1% among 370,000;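 active = activation above the mean over all tested compounds plus 3 SD, cut at about 0.9% in these data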;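 note: 0% = DMSO-only wells and 100% = 3 µM delta7-dafachronic acid wells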
hcDAF-12 act: H. contortus DAF-12 nuclear receptor activators, primary screen, cell-based, luminescence, HEK293, lit1-tk-luc reporter. activation, % at 6.8 µM. AID 652067, 2013. hit rate 1.4% among 370,000. HEK293 hcDAF-12 lit1-tk-luc reporter; 0% DMSO, 100% Δ7-dafachronic acid;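 active = activation above the mean of all tested compounds plus 3 SD, cut at about 5.5% in these data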;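 note: 100% = response to 3 µM Δ7-dafachronic acid high control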
sPLA2-III inh: human group III sPLA2 inhibitors, primary screen, biochemical, QFRET, BODIPY PC-A2 liposome substrate. Group 3 secretory phospholipase A2 (Homo sapiens), Q9NZ20. QFRET BODIPY PC-A2 liposome hydrolysis, fluorescence. inhibition, % at 12.2 µM. hit rate 0.56% among 370,000. AID 743126, 2013;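 active = inhibition above mean plus 3 SD of compounds lying within the high and low control bounds, cut at about 19% in these data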;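 note: 0% = median of test compound wells and 100% = no enzyme DMSO wells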
SMARCA2 activ: SMARCA2 (BRM) function activators, primary screen, cell-based, luminescence, high throughput; MG213 cells, MMTV-luciferase reporter, dexamethasone, overnight; activation, % at 9.1 µM; hit rate 1% among 370,000; in the data active = activation above about 7.8%;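 note: 0% = vehicle wells and 100% = reference activator wells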
DAX1 inh-1: DAX1 (NR0B1) inhibitors, primary screen, cell-based, HEK293, Gal4-DAX1, luciferase luminescence; Nuclear receptor subfamily 0 group B member 1 (Homo sapiens), P51843; HEK293 Gal4-DAX1 luciferase reporter; inhibition, % at 6.75 µM; hit rate 0.99% among 340,000; AID 504766, 2011;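 active = inhibition above the mean over all tested compounds plus 3 SD, cut at about 4.2% in these data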;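 note: 0% = DAX1-transfected cells with DMSO and 100% = empty-vector control cells with DMSO; inhibition shows as a rise in luminescence from relieved DAX1 repression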
Target sequence (P51843 207-470 limits assumed): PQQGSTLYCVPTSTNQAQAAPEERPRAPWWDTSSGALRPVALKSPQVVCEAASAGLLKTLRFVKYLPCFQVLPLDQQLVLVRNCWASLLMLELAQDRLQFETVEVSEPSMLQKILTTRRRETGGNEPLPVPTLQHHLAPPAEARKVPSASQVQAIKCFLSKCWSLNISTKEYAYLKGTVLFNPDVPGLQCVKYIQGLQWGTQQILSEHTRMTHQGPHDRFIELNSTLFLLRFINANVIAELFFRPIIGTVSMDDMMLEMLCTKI
hgDAF12 agonist: H. glycines DAF-12 receptor agonists, primary screen, cell-based, luminescence, HEK293, GAL4 fusion, UAS-luciferase; Nuclear hormone receptor DAF-12 (Heterodera glycines), GAL4 fusion; HEK293 GAL4-hgDAF12 UAS-luciferase reporter, agonist luminescence; normalized to butyrate control; activation, % at 6.8 µM; hit rate 1.8% among 370,000; AID 687014, 2013;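 active = activation above a cutoff set at the mean of all screened compounds plus 3 SD, cut at about 10% in these data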;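 note: 0% = DMSO wells and 100% = sodium butyrate wells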
GC-B act: human GC-B receptor activators, primary screen, HEK293 GC-B cells, cGMP TR-FRET, EC30 CNP; Atrial natriuretic peptide receptor 2 (Homo sapiens), P20594; 0% at EC30 CNP, 100% saturating CNP; activation, % at 10 µM; hit rate 0.11% among 370,000; AID 1920062, 2024;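 active = activation at 10 µM reaching about 35% in either raw or pattern-adjusted values, limit read from the data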
NPR1 activator: GC-A stimulated cGMP production enhancers – HEK293 GC-A cells, cGMP TR-FRET, EC30 ANP, primary screen; hit rate 0.14% among 370,000; Atrial natriuretic peptide receptor 1 (Homo sapiens), P16066; AID 1671463, 2021; 0% at EC30 ANP, 100% saturating ANP; activation, % at 10 µM; in the data active = activation above about 40%
DAX1 inh-2: DAX1 (NR0B1) inhibitors on StAR promoter, primary screen, cell-based, luminescence, SF-1 (NR5A1), full-length DAX-1; HEK293T StAR-luciferase reporter, SF-1/DAX-1 repression relief; inhibition, % at 6.8 µM; hit rate 1.1% among 370,000; AID 652010, 2013;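 active = inhibition above the mean over all tested compounds plus 3 SD, cut at about 3.6% in these data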;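 note: 0% = DAX-1 cells with DMSO and 100% = cells lacking DAX-1 with DMSO; higher inhibition means more luminescence from relief of DAX-1 repression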
KLK7 zymogen act: proKLK7 zymogen activators, primary screen, biochemical, fluorescence intensity | Kallikrein-7 (Homo sapiens), P49862 | purified proKLK7, EDANS-DABCYL substrate fluorescence; 100% is mature enzyme control, 0% vehicle | activation, % at 7 µM | hit rate 0.9% among 370,000;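 active = activation above the mean of all tested compounds plus 3 SD, computed per campaign excluding outliers beyond control limits, cut at about 13% in these data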
Target sequence (P49862 whole entry, looked up): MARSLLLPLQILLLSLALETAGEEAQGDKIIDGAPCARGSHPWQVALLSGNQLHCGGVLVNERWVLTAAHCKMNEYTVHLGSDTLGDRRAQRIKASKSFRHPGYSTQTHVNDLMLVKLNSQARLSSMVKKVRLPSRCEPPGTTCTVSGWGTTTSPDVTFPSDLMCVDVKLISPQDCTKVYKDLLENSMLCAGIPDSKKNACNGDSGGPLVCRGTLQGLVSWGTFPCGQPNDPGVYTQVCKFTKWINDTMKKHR
GAA850 FXN act: FXN promoter activators, primary screen, cell-based, luciferase luminescence, HEK293 lucGAA850 | HEK293 lucGAA850 FXN promoter luciferase reporter, 24 h; percent of 10 µM SAHA response | activation, % at 6 µM | hit rate 0.56% among 360,000 | AID 540364, 2011;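 active = activation above the average of all compounds screened plus 3 SD, cutoff fixed separately per campaign, cut at about 7.5% in these data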;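 note: 0% = DMSO wells and 100% = 10 µM SAHA wells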
Starred values were filed as active, the others as inactive; / = no result given.

canonical_smiles	DAX1 inh-2	ssDAF12 agonist	hcDAF-12 act	GC-B act	KLK7 zymogen act	GAA850 FXN act	SMARCA2 activ	sPLA2-III inh	hgDAF12 agonist	NPR1 activator	DAX1 inh-1
COc1ccc(-c2cc(C(=O)c3c(N)n(C)c(=O)n(C)c3=O)c3ccccc3n2)cc1	1.4	1.7*	5.3	1	1.8	4.2	8.2*	-6	14*	-1	1.9
CCCCC(=O)NC(c1ccc(N(CC)CC)cc1)c1ccc2cccnc2c1O (stereo not given)	0.1	-1.1	-1.1	1	0.4	-3.8	-3	15	-4.1	-2	-0.1
O=C(COC(=O)c1ccccc1OCc1ccccc1Cl)NC1CC1	-0.1	-1.1	-1.8	4	-0.1	-0.3	-3	-11	2.1	1	0.0
COc1ccc(OCc2n[nH]c(=S)n2Cc2ccco2)cc1	1.8	-0.8	1.2	-4	1.1	3.7	6	10	2.5	-3	0.3
Cc1nc(SCC(=O)c2ccccc2)[nH]c(=O)c1Oc1ccc(Cl)cc1	-0.3	-1.6	1.1	-1	0.1	-0.6	-5	-29	4.6	-5	0.1
COc1ccc(S(=O)(=O)NCCN2CCOCC2)c2ccccc12	0.4	-0.4	-0.3	2	0.5	1.8	-1	4	-0.9	0	1.3
CC(=O)N1CCc2cc(C(=O)CN3CCN(c4cccc(Cl)c4)CC3)ccc21	-2.5	-0.8	-1.6	0	-0.2	-0.4	-3	3	5.7	1	-0.3
C/C(=N\Nc1cc(C)nc(-c2ccccc2)n1)c1cccc([N+](=O)[O-])c1	-1.1	-1.7	-3.0	3	0.5	2.1	-3	0	1.1	4	-0.5
N#Cc1ccc(OC[C@@H](O)CN2CCC(C(O)(c3ccccc3)c3ccccc3)CC2)c(F)c1	-0.3	-1.6	0.2	-13	0.5	/	1	-16	0.0	-15	/
Cc1ccccc1CS(=O)(=O)Cc1ccc(C(=O)N2CCOCC2)o1	0.0	-1.5	-0.7	5	-0.1	-0.6	6	-3	-2.8	-2	-0.6
CN(C(=O)OC(C)(C)C)c1ccc(-c2nc3ccccc3s2)cc1	-2.6	-3.2	-7.5	-2	-3.8	-14	-8	3	-16	2	-5.4
CCCC(=O)Nc1ccc2c(c1)C(=O)N(CCC(=O)O)C2=O	-1.1	-1.2	-0.6	7	-162	-1.6	-2	3	-3.4	-5	-0.8
N=C1/C(=C/c2ccc(OCc3ccccc3)cc2)C(=O)N=C2SC(CC(=O)N3CCOCC3)=NN12	-0.1	0.1	2.4	-5	-0.2	0.1	1	-18	4.1	-3	0.4
CSc1ccccc1OCc1cc(C(=O)NCCn2ccnc2C)no1	-1.1	-0.7	-1.6	3	0.8	0.5	1	-9	-0.6	6	0.6
O=C1NC(=Nc2ccc(Cl)cc2)SC1Cc1cccc(Cl)c1Cl (stereo not given)	-0.4	0.4	-0.6	-5	-0.3	2.1	-6	-2	-1.3	-2	2.0
CC1CCCCC1NC(=O)c1cn(C)c2ccc(S(=O)(=O)N3CCCC3)cc2c1=O (stereo not given)	1.0	-1.4	-1.5	6	0.0	0.7	-3	8	-2.2	5	0.5
CC(=O)C1=C(c2ccccc2)N(C(C)=O)n2c(C)nnc2S1	-1.7	-2.2	-3.8	-4	0.0	-1.4	4	9	-4.2	5	-0.3
OC(CNC1Cc2ccccc2C1)COc1ccc(Cl)cc1 (stereo not given)	-0.1	-1.2	-0.3	-4	0.1	-0.2	2	-8	0.6	-2	-0.1
O=C(O)[C@H](Cc1ccccc1)NC(=O)C(c1ccccc1)(c1ccccc1)c1ccccc1	-0.3	-0.6	-0.7	-5	0.3	0.0	-1	-29	-0.9	-6	0.5
O=C(/C=C/c1ccc(S(=O)(=O)N2CCOCC2)cc1)N1CCN(c2ccccc2)CC1	-1.3	-1.0	-2.6	0	0.0	-0.2	-2	-2	-3.0	0	-2.3
O[C@@H]1C[C@H](c2ccc(Cl)cc2)N(CC2CCCCC2)C[C@H]1n1cc(C2CC2)nn1	0.3	-1.6	1.9	-4	0.3	1.0	7.9*	2	4.3	-5	0.2
Cc1ccc(C(NC(=O)C2CCN(Cc3ccc(Cl)c(Cl)c3)CC2)c2ccccn2)cc1 (stereo not given)	0.5	-1.4	-1.4	-6	-0.2	5.2	1	-18	1.3	-2	/
Cc1ccc(/C=C2/SC(=S)N(CC(=O)Nc3ncc(Cc4ccc(C)cc4)s3)C2=O)cc1	0.0	-1.0	0.4	7	0.1	3.1	-2	4	-0.8	1	0.5
COc1ccc(CNC(=O)CN(C(=O)CCC(=O)Nc2ccccn2)c2cc(C)ccc2C)cc1	-0.4	-1.3	-1.9	1	-0.6	-0.2	-3	-8	0.2	-4	-0.3
COc1ccc(C2CC(=O)C3=C(C2)Nc2ccccc2N(C(C)=O)C3c2ccco2)cc1 (stereo not given)	-0.3	-0.5	0.5	-1	0.4	-0.6	1	-3	1.4	-1	-1.1
CC(=O)N1CCN(c2ccc(NCc3ccco3)cc2)CC1	-0.4	-0.7	1.8	-6	-6.2	1.2	0	2	0.4	-7	0.9
O=C(COC(=O)c1cccc(Br)c1)NCCc1ccc(F)cc1	-0.2	-0.5	1.1	-5	-0.1	1.9	-2	-5	-4.5	-3	-0.8
CCOC(=O)CSc1cc(CS(=O)(=O)c2ccccc2)nc(-c2ccccc2)n1	-0.2	-1.1	-1.2	-5	0.0	-0.5	0	-22	2.3	-6	-0.4
COc1ccc(NC(=O)CSc2nc3ccccc3c(=O)n2CCCN2CCCCC2)c(OC)c1	0.2	-0.9	-0.4	-19	-0.2	-0.5	-3	-3	2.2	-25	2.8
CSc1n[nH]c(-c2ccc(C(F)(F)F)cc2)n1	1.4	-0.9	3.9	8	-0.7	4.9	0	0	5.0	-3	1.6
CCOC(=O)N1CCN(Cc2nc(-c3cccc(C)c3)no2)CC1	-0.2	0.6	3.4	5	0.2	0.1	-4	8	2.9	0	0.7
CCCNC(=O)C1(C)CCN(C(=O)c2cc(F)ccc2C)C1 (stereo not given)	0.6	-1.2	0.6	5	-0.4	0.9	-3	10	-0.7	0	/
COC(=O)CNC(=O)COC(=O)Cc1ccc(Cl)cc1	-0.8	-0.7	-0.9	-1	1.2	0.8	-1	2	3.4	10	-0.4
OCCN(CCO)CC(O)COCCC12CC3CC(CC(C3)C1)C2 (stereo not given)	-0.3	-1.1	-0.7	1	-0.1	1.3	-1	3	1.6	2	1.4
C=CCN1[C@H](COCc2ccccc2)C=CS1(=O)=O	-1.0	-0.9	-0.4	-4	-0.4	/	-2	4	-1.0	2	/
COC(=O)/C(C#N)=C1/SC=C(C)N1c1ccccc1	0.1	-0.7	-1.2	-2	0.0	0.8	-2	5	0.6	0	-0.3
O=C(Nc1ccccc1C(F)(F)F)C1CCN(C(=O)Cc2ccccc2)CC1	-0.8	-0.9	-1.4	-3	0.3	-1.6	-3	10	-1.8	4	1.8
Cc1ccc2nc(-c3ccc(CN4CCC5(CC4)CNc4ccccc45)cc3)c(-c3ccccc3)nc2c1	-0.8	-1.5	-0.2	4	0.2	/	7	14	4.4	3	/
CCOc1ccccc1OCCCC(=O)NCCc1ccc(S(N)(=O)=O)cc1	-0.1	-1.2	0.4	0	0.0	0.6	-1	-2	-2.3	2	-0.4

No enrichment for hits. About 6.7% of those tested had a hit in this group.
